# Screening results deposited in PubChem BioAssay by The Scripps Research Institute Molecular Screening Center.
# CHO-K1 Ca antag: M1 antagonist counterscreen hit in parental CHO-K1 cells. hit rate 0.6% among 360,000. inhibition, % at 3 µM. ATP-induced calcium, Fluo-8 fluorescence;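 active means inhibition above a per-plate cutoff, the plate's mean sample inhibition plus 3 SD, cut at about 24% in these data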;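 further: 0% = DMSO plus EC80 ATP and 100% = DMSO alone without ATP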
# V1aR counter: agonists of human V1a receptor, primary screen, counter-screen for OXTR agonist project, fluorescence, CHO-V1R cells; Fluo-8 calcium fluorescence, agonist mode; 0% DMSO, 100% 3 nM vasopressin; Vasopressin V1a receptor (Homo sapiens), P37288; activation, % at 3 µM; hit rate 0.25% among 320,000;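 active means activation above the mean activation of all tested compounds plus 3 SD, per screening run, cut at about 20% in these data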;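 further: signal is peak over basal fluorescence ratio across a 100 second FLIPR read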
# Target sequence (P37288 whole entry, looked up): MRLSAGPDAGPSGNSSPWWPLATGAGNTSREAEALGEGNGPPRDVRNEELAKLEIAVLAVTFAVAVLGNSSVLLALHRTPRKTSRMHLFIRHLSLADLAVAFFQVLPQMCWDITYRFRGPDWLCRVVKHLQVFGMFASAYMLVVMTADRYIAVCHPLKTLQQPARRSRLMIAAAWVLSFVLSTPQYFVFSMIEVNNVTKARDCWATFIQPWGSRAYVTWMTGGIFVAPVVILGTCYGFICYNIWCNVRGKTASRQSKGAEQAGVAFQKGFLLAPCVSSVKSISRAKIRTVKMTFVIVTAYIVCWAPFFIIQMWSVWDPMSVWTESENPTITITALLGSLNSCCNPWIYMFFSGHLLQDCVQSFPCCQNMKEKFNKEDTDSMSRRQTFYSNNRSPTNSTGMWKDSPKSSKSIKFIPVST
# GPR7 antagonist: GPR7 receptor antagonists, primary screen, cell-based, fluorescence, single concentration; GPR7-expressing cells, fluorescence antagonist assay; inhibition, % at 4.4 µM; Neuropeptides B/W receptor type 1 (Homo sapiens), P48145; hit rate 1.1% among 290,000; in the data active means inhibition above about 16%, passing the limit was not always enough;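 further: cells stimulated with the agonist NPW; 0% = agonist with vehicle and 100% = vehicle without agonist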
# OXTR agonist: human OXTR agonists, primary screen, fluorescence, CHO-OTR cells, Fluo-8 calcium; Oxytocin receptor (Homo sapiens), P30559; hit rate 0.32% among 320,000; activation, % at 3 µM; Fluo-8 calcium fluorescence; normalized: DMSO 0%, oxytocin 100%; AID 2435, 2010;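 active means activation above the mean of all tested compounds plus 3 SD, cutoff set per screening run, cut at about 20% in these data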;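 further: peak over basal fluorescence ratio from a 100 s FLIPR kinetic read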
# Target sequence (P30559 whole entry, looked up): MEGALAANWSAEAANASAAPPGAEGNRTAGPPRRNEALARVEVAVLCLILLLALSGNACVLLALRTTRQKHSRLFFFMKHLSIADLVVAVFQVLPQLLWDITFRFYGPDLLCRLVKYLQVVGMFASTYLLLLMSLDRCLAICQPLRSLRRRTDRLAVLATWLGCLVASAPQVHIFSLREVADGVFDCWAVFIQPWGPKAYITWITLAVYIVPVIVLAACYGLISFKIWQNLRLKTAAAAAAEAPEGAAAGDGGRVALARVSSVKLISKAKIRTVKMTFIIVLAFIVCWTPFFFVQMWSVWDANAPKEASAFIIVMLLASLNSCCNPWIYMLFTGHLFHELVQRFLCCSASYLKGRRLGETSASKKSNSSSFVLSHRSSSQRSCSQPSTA
# CHO parental Ca: ATP-evoked calcium signal inhibitors, parental CHO, primary screen, counter-screen for OX1R antagonist project, cell-based, fluorescence, Fluo-8 calcium dye; parental CHO-K1, ATP-induced calcium, Fluo-8 fluorescence; inhibition, % at 5.6 µM; hit rate 0.63% among 330,000;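 active means inhibition above that plate's mean sample inhibition plus 3 SD, cut at about 26% in these data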;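 further: 0% = ATP-challenged DMSO wells and 100% = DMSO wells without ATP; some compounds past the cut are filed as inactive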
#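 Test system: parental CHO cells; detection: calcium-sensitive Fluo-8 fluorescence; evaluation: percent inhibition of calcium signal; also added: ATP as calcium-mobilizing challenge; repeats: one well per compound; control set: ATP-challenged DMSO wells low, unchallenged DMSO wells high; compound: single nominal dose of 5.6 µM per compound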
# TAAR1 antagonist: human TAAR1 antagonists, primary screen, Fluo-8 calcium fluorescence, CHO RD-HGA16 cells; antagonist; inhibition, % at 3 µM; hit rate 1.5% among 360,000;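 active means inhibition above a per-plate cutoff, the mean inhibition of test compounds on that plate plus 3 SD, cut at about 49% in these data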;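 further: 0% = DMSO plus EC80 beta-PEA response and 100% = DMSO alone without agonist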
#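 Test system – hTAAR1-expressing CHO RD-HGA16 cells, Gα16-coupled · Also added – β-PEA at EC80 concentration, post-compound challenge · Compound – 3 µM, single point · Incubation – dye loading 75 min at 37 °C, then 30 min room temperature · Measured by – Fluo-8 intracellular calcium dye fluorescence, real-time kinetic reads · Benchmarks – vehicle and agonist controls · Replicates – singlicate, one well per test compound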
# M1 PAM parental: nonselective calcium activators in parental CHO-K1 cells, primary screen, counter-screen for M1 PAM project, cell-based, Fluo-8 calcium fluorescence, full deck, 1536-well; ATP EC20; 0% at ATP EC20, 100% at ATP max; activation, % at 3 µM; AID 602247, 2012; hit rate 0.02% among 360,000;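 active means activation above the run cutoff, the mean activation of all test compounds plus 3 SD, cut at about 40% in these data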;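 further: peak over basal fluorescence ratio in a 140 s read after ATP addition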
# CHO-K1 Ca ag: counter-screen for M1 agonists: effect in parental CHO-K1 cells; hit rate 0.48% among 360,000; activation, % at 3 µM; Fluo-8 calcium fluorescence; scaled to maximal ATP response, vehicle zero; in the data active means activation above about 15%;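 further: untransfected CHO-K1 host cells lacking M1 receptor as counterscreen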
# OXTR potentiate: human OXTR potentiators, primary screen, fluorescence, CHO-OTR cells, Fluo-8 calcium; activation, % at 3 µM; hit rate 0.061% among 320,000; Oxytocin receptor (Homo sapiens), P30559; Fluo-8 calcium fluorescence, potentiator mode; 0% = oxytocin EC15, 100% = EC100;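 active means activation above that plate's cutoff, the mean activation of tested compounds plus 3 SD, cut at about 6.6% in these data, passing the limit was not always enough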;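 further: 100% uses oxytocin at 75 nM as the full agonist control; some results filed as inactive read as strong as hits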
#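 Dosing: Single dose, 3.0 µM nominal final compound concentration | Material: Human OTR in CHO cells | Technique: Kinetic Fluo-8 calcium fluorescence | Benchmarks: EC15 oxytocin alone as 0%, 75 nM oxytocin as 100% | Probe or stimulus: Oxytocin at about EC15, sub-maximal agonist stimulus | Incubation: Compound 6 min at room temperature before oxytocin, 100 s read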
# Numbers without * were called inactive; . = no result given.
# Preview (four entries):
SMILES,CHO-K1 Ca antag,V1aR counter,GPR7 antagonist,OXTR agonist,CHO parental Ca,TAAR1 antagonist,M1 PAM parental,CHO-K1 Ca ag,OXTR potentiate
O=C1NC(=O)C(=Cc2ccc(N3CCOCC3)o2)C(=O)N1,1,7.4,-6,5.4,3,0,-10,2.5,-11
COC(=O)C(O)(c1ccc(NC(=O)NC2CCCCC2)cc1)C(F)(F)F (centres undefined),9,0.8,7,1.5,4,5,-2,1.1,-5
NC(=S)/N=C/c1c(O)[nH]c(=O)[nH]c1=O,-6,0.2,-2,1.4,2,2,2,-0.4,-16
BrCCc1ccccc1,-7,0.9,.,0.1,1,-15,11,2.4,-5

# This part in full, previewed entries included:
SMILES,CHO-K1 Ca antag,V1aR counter,GPR7 antagonist,OXTR agonist,CHO parental Ca,TAAR1 antagonist,M1 PAM parental,CHO-K1 Ca ag,OXTR potentiate
O=C1NC(=O)C(=Cc2ccc(N3CCOCC3)o2)C(=O)N1,1,7.4,-6,5.4,3,0,-10,2.5,-11
COC(=O)C(O)(c1ccc(NC(=O)NC2CCCCC2)cc1)C(F)(F)F (centres undefined),9,0.8,7,1.5,4,5,-2,1.1,-5
NC(=S)/N=C/c1c(O)[nH]c(=O)[nH]c1=O,-6,0.2,-2,1.4,2,2,2,-0.4,-16
BrCCc1ccccc1,-7,0.9,.,0.1,1,-15,11,2.4,-5
c1cc2n(c1)-c1c(ccc3c1OCO3)CNC2c1ccc2c(c1)OCO2 (centres undefined),-6,11,25*,14,-14,2,10,5.8,-19
O=C1CC23c4ccccc4N4C(=O)CC5OCC=C6CN1C2CC6C5C43 (centres undefined),-8,.,.,.,.,15,7,0.7,.
NC(Cc1ccc(F)cc1)c1csc(Nc2cnccn2)n1 (centres undefined),-4,.,.,.,.,-13,-10,1.3,.
O=C(CCc1nnc2ccc(NCc3ccccc3Cl)nn12)N1CCC2(CC1)OCCO2,3,0.6,5,1.0,-24,-7,6,0.3,0
Oc1cc2c(cc1O)[C@H]1c3ccccc3CN[C@@H]1CC2,.,0.6,-11,-0.2,6,.,.,.,-14
c1ccc2cc(CC3=NCCN3)ccc2c1,-17,-0.6,-3,-0.3,-21,66*,15,1.2,-16
CCOC(=O)c1c(C)n(Cc2ccccc2)c2ccc(OCC(O)Cn3nc(C)cc3C)cc12 (centres undefined),5,2.2,-2,0.3,-17,31,6,0.8,-10
C=CCn1c(O)c(C(C)=NC(C)c2ccccc2)c(=O)[nH]c1=O (centres undefined),5,1.6,-20,-0.3,-16,-15,-10,1.6,1
O=C(COc1ccc2c3c(c(=O)oc2c1)CCC3)N1C[C@H]2C[C@@H](C1)c1cccc(=O)n1C2,-2,1.7,-13,0.5,-12,-25,-2,-0.2,6
Cc1nn(Cc2ccccc2)c(C)c1C(=O)NCc1ccccc1,-12,-0.5,3,-0.1,-8,-30,8,1.0,-16
C=C(COC(=O)CCC(=O)O)CC1CC(O)[C@]2(C)OC3CC4OC5C[C@]6(C)O[C@]7(C)CCC8OC9C[C@]%10(C)OC%11C(C)=CC(=O)OC%11CC%10OC9C[C@@H](C)C8OC7CC6O[C@]5(C)C/C=C\C4OC3CC2O1 (some centres undefined),0,1.3,.,1.5,3,.,-16,-0.4,2
CCOC(=O)c1c(NC(=O)C(c2ccccc2)c2ccccc2)sc2c1C1CCN2CC1,-6,1.4,-33,0.4,-5,-7,2,-0.3,-4
C=CCSc1nc2c(c(-c3ccsc3)c1C#N)CN(C)CC2,-3,-0.5,-7,-2.0,-18,-9,10,0.1,-7
CC(C)CN(CC(C)C)C(=O)C1C2c3ccccc3C(c3ccccc32)C1C(=O)O (centres undefined),-2,.,-5,.,.,-10,-8,0.2,.
CCCNC1=C(C)C(=O)C2=C(C1=O)C(COC(N)=O)[C@]1(OC)C3NC3CN21 (some centres undefined),-5,0.8,-6,0.4,0,-7,7,1.0,-5
COC(=O)C1=C(c2ccc(S(C)(=O)=O)cc2)C[C@@H]2CC[C@H]1N2C(=O)NCCNC(C)=O,-12,0.4,.,0.4,8,-22,5,0.7,-6
Clc1ccc2c(c1)C(c1ccccc1Cl)=NCc1nnc(Br)n1-2,3,1.5,-8,9.4,-29,20,14,0.8,-15
S=C(NCCc1ccccc1)N1Cc2cc(N3CCCCC3)ccc2-n2nncc2C1,-1,.,.,.,.,-1,15,0.8,.
O=C(COc1ccccc1)N1CCN(CC2CC=CCC2)CC1 (centres undefined),5,0.5,1,0.8,-4,-7,11,3.7,2
Cc1ccc(C2C(=O)NC(=O)NC2=O)cc1,-6,0.8,.,-0.3,-9,-15,18,0.5,-7
O=C(O)C1CN2CCC1CC2 (centres undefined),0,-0.2,-6,0.2,2,8,7,0.2,-7

# New compounds follow:
SMILES,CHO-K1 Ca antag,V1aR counter,GPR7 antagonist,OXTR agonist,CHO parental Ca,TAAR1 antagonist,M1 PAM parental,CHO-K1 Ca ag,OXTR potentiate
COc1cc(C(c2c(C)[nH]n(-c3ccccc3)c2=O)c2c(C)[nH]n(-c3ccccc3)c2=O)cc(OC)c1OC,7,1.9,5,2.9,-14,-7,-3,0.1,10
O=S(=O)(c1ccc(Cl)cc1)N1CCCCC1c1cccnc1 (centres undefined),13,0.7,-4,-0.8,-16,-1,-16,1.6,-1
COC(COC(N)=O)C1=C(N2CC2)C(=O)C(C)=C(N2CC2)C1=O (centres undefined),-18,.,.,.,.,-13,23,0.2,.
O=c1[nH]c(=S)n(C2CC2)c(O)c1/C=N/Nc1ccccc1,-10,1.2,-2,-0.1,4,-12,34,1.3,6
COC(=O)c1ccc(COc2cc(C)cc3oc(=O)c4c(c23)CCCC4)o1,-18,2.9,-13,-0.8,-19,8,21,0.3,-4
CCN1CCN(c2ccc(NC(=O)C(C)C)cc2Cl)CC1,-7,0.4,-3,3.1,-8,18,18,-0.3,-1
COC(=O)C1=C(c2cccc(OCc3ccccc3)c2)C[C@@H]2CC[C@H]1N2C(=O)NC1CCN(Cc2ccccc2)CC1,-12,0.0,.,1.4,-8,24,9,2.0,-6
Cc1cc(NCCN)nc2ccccc12,3,-0.2,3,1.0,-1,2,1,-0.1,-15
CS(=O)(=O)c1ccc(C2=C(CNC(=O)c3ccncc3)[C@H]3CC[C@@H](C2)N3CCOc2ccccc2)cc1,-9,.,.,.,.,0,-5,0.3,.
CCCCc1nc2ccccc2c(=O)n1-c1ccccc1[N+](=O)[O-],-6,-0.7,-5,-1.5,-13,-10,17,-0.3,0
N#CC1=C(N)Oc2c(c(=O)oc3ccccc23)C1c1ccc([N+](=O)[O-])o1 (centres undefined),-18,-0.1,-16,-0.1,1,1,14,0.5,-6
O=C(c1ccc2c(c1)OCO2)C1CCCN(CC2CCCCC2)C1 (centres undefined),-9,0.5,2,0.4,-9,12,4,3.8,-3
CCCCC(=O)N/N=C/c1c(O)n(-c2ccccc2)c(=O)[nH]c1=O,-13,-1.3,-11,-1.4,-17,0,16,3.0,-11
CC1=CC(=O)OC2CC3OC4C[C@@H](C)C5OC6CC7O[C@]8(C)C/C=C\C9OC%10CC%11OC(CC(C)CO)CC(O)[C@]%11(C)OC%10CC9OC8C[C@]7(C)O[C@]6(C)CCC5OC4C[C@]3(C)OC12 (some centres undefined),-24,1.0,-12,0.1,-13,-4,15,1.0,-8
C[C@]12C=CC(=O)C=C1CC[C@@H]1C2CC[C@]2(C)OC(=O)CCC12 (some centres undefined),-3,0.2,8,-0.2,7,13,-8,5.0,-4
CN1CCN(c2ccc(F)cc2N)CC1,-10,1.9,-1,2.4,-11,-12,1,1.7,0
COC(=O)C1=C(C(=O)OC)SC2(S1)C(C(=O)OC)=C(C(=O)OC)Sc1c2ssc1=O,0,.,.,.,.,31,-4,-0.8,.
COc1ccccc1N=Cc1c(O)n(C)c(=O)n(C)c1=O,-5,-0.3,-4,0.3,-6,9,18,0.4,-8
CCN1CCN(C(=O)COc2ccc(S(=O)(=O)Nc3ccc(Cl)cc3)cc2)CC1,6,2.3,17,1.6,-6,-7,5,4.0,-5
CCOc1ccc(-n2c(O)c(C=NCCCn3ccnc3)c(=O)[nH]c2=O)cc1,-8,0.2,7,0.5,-7,-19,10,0.4,-5
CCOC(=O)c1nc2ccccc2c(=O)n1-c1ccc(C)cc1,-2,-0.4,-3,-0.5,-8,-4,14,0.3,-5
COc1ccc(CN2C(=O)CC(=O)NC2=O)cc1,2,0.3,-12,2.5,0,-2,14,0.5,-1
O=C(NCc1cccnc1)Nc1ccc([N+](=O)[O-])cc1,-12,1.2,-2,0.6,2,-3,24,2.4,0
COc1ccc(Cl)cc1N=Cc1c(O)n(C)c(=O)n(C)c1=O,-3,0.6,-16,0.2,5,3,-5,0.2,-10
Fc1ccc(C2=CCN(C(c3cccs3)c3nnnn3CCc3ccccc3)CC2)cc1 (centres undefined),4,0.0,-4,2.6,-15,2,13,0.5,-8
CCCCn1c(C)c(C(=O)O)c2cc(OC)ccc21,-24,-0.7,3,-1.6,-5,-15,8,0.5,1
O=C1CC2OCC=C3CN4CCC56c7cc([N+](=O)[O-])ccc7N1C5C2C3CC46 (centres undefined),-3,-0.2,6,0.3,-11,7,14,0.2,4
COc1ccc2c(c1OC)CN1CCc3cc4c(cc3[C@H]1C2)OCO4,-15,0.1,.,1.0,-8,.,15,0.5,-2

# Results in CHO parental Ca, GPR7 antagonist and OXTR agonist, for three of the compounds above:
Molecule	CHO parental Ca	GPR7 antagonist	OXTR agonist
C[C@]12C=CC(=O)C=C1CC[C@@H]1C2CC[C@]2(C)OC(=O)CCC12 (some centres undefined)	7	8	-0.2
BrCCc1ccccc1	1	.	0.1
Oc1cc2c(cc1O)[C@H]1c3ccccc3CN[C@@H]1CC2	6	-11	-0.2

# These rows are one share of the data (hit frequency here may not be typical).
